Screens deposited in PubChem by National Center for Advancing Translational Sciences (NCATS).
USP2a block = qHTS Assay for Inhibitors of Ubiquitin-specific Protease USP2a Using CHOP2 as the Reporter; Ubiquitin carboxyl-terminal hydrolase 2 (Homo sapiens), O75604; USP2 core, Ub-CHOP2 coupled fluorogenic reporter, 485/531; Potency, µM (doses to about 38.3 µM), for inactives: top-dose activity change, negative = inhibition, usual class: inhibitors; 330,000 compounds, 0.01% hits;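 also: potency is read from the fitted curve at half-maximal effect; plate controls were DMSO wells for no effect and full inhibition by NEM control for full effect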
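Cell-free coupled assay: 10nM USP2 core preincubated 30min RT with compound in Tris-HCl pH 8.0/CaCl2/CHAPS buffer, then 25nM Ub-CHOP2 and 25nM reporter substrate; fluorescence (Ex 485/Em 531) read after 60min RT, normalized to NEM inhibition, concentration-response curves fitted.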
MBNL1-CUG inh = qHTS Assay for Inhibitors of MBNL1-poly(CUG) RNA binding. Muscleblind-like protein 1 (Homo sapiens), Q9NR56. TR-FRET MBNL1-His/biotin-(CUG)12 binding, 665/545 ratio. Potency, µM (titrated, usually from 57.5 µM), without a hit: at the highest dose activity change, negative = inhibition, usual class: inhibitors. 280,000 compounds, 0.036% hits; active = well fitted inhibition curve with a large enough effect in the signal ratio, with a control signal flat, not every such curve was filed as active; inconclusive = small, poorly fitted or top-dose-only effect, or effect the other way, or a change in a side signal; inactive = no such curve, though single readings can be large or run the other way; the % refers to the signal ratio; also: potency is read from the fitted curve at half-maximal effect; % is scaled to controls: 0 for no effect and ±100 for the full control effect
Target sequence (Q9NR56 whole entry, looked up): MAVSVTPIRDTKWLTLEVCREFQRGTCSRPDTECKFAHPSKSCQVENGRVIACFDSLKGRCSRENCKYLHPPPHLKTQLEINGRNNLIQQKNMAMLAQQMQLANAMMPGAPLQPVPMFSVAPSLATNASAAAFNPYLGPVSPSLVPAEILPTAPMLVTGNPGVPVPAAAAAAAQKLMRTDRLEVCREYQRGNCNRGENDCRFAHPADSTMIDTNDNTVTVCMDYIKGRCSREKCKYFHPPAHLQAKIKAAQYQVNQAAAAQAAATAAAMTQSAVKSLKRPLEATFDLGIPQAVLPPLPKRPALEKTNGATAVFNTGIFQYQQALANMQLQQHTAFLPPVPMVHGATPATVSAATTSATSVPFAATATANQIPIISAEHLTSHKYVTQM
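Compound titration spanned 92 nM–58 uM against the MBNL1-His/biotin-(CUG)12 complex. After 60 min at room temperature with 5 nM streptavidin-XL665 and 0.055 ng/ul terbium anti-His, ratiometric 665/545 nm emission (Ex 340 nm) normalized to controls.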
KCNH2 WT inh = qHTS for Inhibitors of KCHN2 3.1: Wildtype qHTS; U2OS, BacMam KCNH2, thallium flux FluxOr; active compounds read low; Voltage-gated inwardly rectifying potassium channel KCNH2 (Homo sapiens), Q12809; activity change, % at 1.84 µM; 340,000 compounds, 0.37% hits; AID 720551, 2013;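 active = maximum activity change below -70%; inconclusive = maximum activity change between -70% and -50%; inactive = maximum activity change above -50%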; also: % is scaled to controls: 0 for no effect and ±100 for the full control effect
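U2OS cells transduced with wild-type KCNH2 virus are loaded with FluxOr dye for 45 min, and thallium flux is measured in kinetic reads before and after stimulation buffer. Rate constants are normalized to DMSO controls.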
Menin MLL FP TR = qHTS Assay for Inhibitors Targeting the Menin-MLL Interaction in MLL Related Leukemias: Competition With Texas Red Labeled MLL-derived Mutant Peptide. O00255. Menin + Texas Red MLL mutant peptide, fluorescence polarization. Potency, µM (top dose mostly 61.6 µM), for the others: top-dose FP activity change, negative = inhibition, usual class: inhibitors. 270,000 compounds, 0.23% hits. AID 1768, 2009; active = well fitted inhibition curve with a large enough effect in the polarisation, with a control signal flat, not every such curve was filed as active; inconclusive = small, poorly fitted or top-dose-only effect, or effect the other way, or a change in a side signal; inactive = no such curve, though single readings can be large or run the other way; the % refers to the polarisation; also: potency is read from the fitted curve at half-maximal effect; % of control where 0% means no effect; many of its hits are not listed in these tables
Target sequence (O00255 whole entry, looked up): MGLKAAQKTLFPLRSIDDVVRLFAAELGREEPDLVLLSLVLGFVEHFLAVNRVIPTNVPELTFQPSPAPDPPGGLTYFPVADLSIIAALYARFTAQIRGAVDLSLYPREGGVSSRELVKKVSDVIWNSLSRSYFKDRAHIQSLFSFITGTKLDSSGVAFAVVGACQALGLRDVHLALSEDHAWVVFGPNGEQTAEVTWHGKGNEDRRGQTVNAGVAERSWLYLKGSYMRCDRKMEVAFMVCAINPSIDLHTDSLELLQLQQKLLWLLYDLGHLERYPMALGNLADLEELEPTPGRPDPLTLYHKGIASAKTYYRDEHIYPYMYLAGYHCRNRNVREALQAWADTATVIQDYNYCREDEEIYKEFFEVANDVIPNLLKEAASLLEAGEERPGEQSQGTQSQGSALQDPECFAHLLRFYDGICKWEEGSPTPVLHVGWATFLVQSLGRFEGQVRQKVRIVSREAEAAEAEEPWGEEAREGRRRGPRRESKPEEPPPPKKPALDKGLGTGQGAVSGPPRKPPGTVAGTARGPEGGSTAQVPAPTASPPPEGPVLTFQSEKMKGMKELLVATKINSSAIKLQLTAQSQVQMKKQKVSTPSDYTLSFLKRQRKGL
Mito fusion yeast = qHTS Assay for Small Molecule Inhibitors of Mitochondrial Division or Activators of Mitochondrial Fusion. S. cerevisiae fusion-defective mutant growth rescue, CellTiterGlo 48 h. Potency, µM (top dose mostly 46.1 µM), for inactives: at the highest dose growth rescue (activation), hits mostly activators. 320,000 compounds, 0.23% hits;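 also: potency is read from the fitted curve at half-maximal effect; % of control where 0% means no effect; nearly all actives have a fitted effect of over 45% in size; temperature-sensitive fusion mutants such as fzo1-1 at 37 °C on non-fermentable ethanol glycerol medium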
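Temperature-sensitive fusion-defective S. cerevisiae (e.g. fzo1-1, mgm1-5) were grown with compound in YPEG medium (3% ethanol, 3% glycerol) for 48 hours at 37C. Growth rescue was measured as viability by CellTiterGlo luminescence after 10 minutes at ambient.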
TSHR antagonist = Antagonists of the Thyroid Stimulating Hormone Receptor: HTS campaign; Thyrotropin receptor (Homo sapiens), P16473; activity change, negative = inhibition, % at 11.5 µM; AID 504810, 2011; TSHR-expressing cells, TSH-stimulated cAMP HTRF, 2 h; active compounds read low; 330,000 compounds, 0.2% hits;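 active = activity change below a set negative limit, meaning inhibition stronger than a set level, cut at about -70% in these data; inconclusive = activity change between two set negative limits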; also: % is scaled to controls: 0 for no effect and ±100 for the full control effect
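Inhibition of cAMP made by TSHR-expressing cells under TSH stimulation (4nM final, EC80; 2 h, 37 deg C) is quantified with a one-step lysis HTRF kit, anti-cAMP cryptate versus cAMP-d2.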
Eya2 inh = qHTS Assay for Inhibitors of the Phosphatase Activity of Eya2 | AID 488837, 2010 | recombinant Eya2, OMFP fluorescence dephosphorylation (OMFP is methylfluorescein phosphate) | 330,000 compounds, 0.006% hits | Protein phosphatase EYA2 (Homo sapiens), O00167 | Potency, µM (highest dose often 76.9 µM), without a hit: top-dose activity, negative = inhibition, actives largely listed as inhibitors; also: potency is read from the fitted curve at half-maximal effect; % is scaled to controls: 0 for no effect and ±100 for the full control effect
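Eya2 protein (added as 0.2 uM solution) was preincubated with compound for 10 min at ambient temperature in 50 mM HEPES pH 7.5, 50 mM NaCl, 5 uM MgCl2, 0.05% BSA, 1 mM DTT. OMFP (added at 50 uM) then reacted 10 min; fluorescence read at 485/525 nm.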
GALK inh = qHTS Assay for Inhibitors of Human Galactokinase (GALK); P51570; Purified GALK, Kinase-Glo residual ATP luminescence; Potency, µM (titrated, usually from 57.5 µM), for inactives: at the top dose activity change, negative = inhibition, usual class: inhibitors; 270,000 compounds, 0.007% hits; also: potency is read from the fitted curve at half-maximal effect; % is scaled to controls: 0 for no effect and ±100 for the full control effect
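Galactose (100 uM) and ATP (35 uM) were turned over by 5 nM GALK for 1 h at RT. Kinase-Glo Plus then converted the remaining ATP into a luminescent signal.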
Chronic BCR inh = qHTS Assay to Find Inhibitors of Chronic Active B-Cell Receptor Signaling; ABC-DLBCL IkBa-CBG/CBR reporter, luminescence ratio, 4 h; Potency, µM (top dose mostly 46.1 µM), inactives show top-dose ratio change, negative = lower green/red ratio, most hits filed as inhibitors; 340,000 compounds, 0.05% hits; AID 493014, 2011; active = well fitted inhibition curve with a large enough effect in the signal ratio, with a control signal flat, not every such curve was filed as active; inconclusive = small, poorly fitted or top-dose-only effect, or effect the other way, or a change in a side signal; the % refers to the signal ratio;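 also: potency is read from the fitted curve at half-maximal effect; plate controls were basal doxycycline-induced cells for no effect and cells given 10 µM MG132 for full effect; MG132 reads +100%, hits lower the ratio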
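Doxycycline induced both beetle luciferases in TMD8 lymphoma cells; IKK-driven degradation limits the IkappaBalpha-fused green signal, while red luminescence normalises for cell number and nonspecific effects. Compounds tested up to 46 uM, 4 hrs.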
PKM2 activator = qHTS Assay for Activators of Human Muscle isoform 2 Pyruvate Kinase | 260,000 compounds, 0.34% hits | Potency, µM (doses to about 57.5 µM), for inactives: top-dose activation, hits mostly activators | Pyruvate kinase PKM (Homo sapiens), P14618 | AID 1631, 2009 | purified PKM2, Kinase-Glo ATP luminescence, activation; response scale: 0% is enzyme alone, no compound; also: potency is read from the fitted curve at half-maximal effect; % is scaled to controls: 0 for no effect and ±100 for the full control effect; nearly all actives have a fitted effect of over 55% in size
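Purified hPK-M2 (>95%) run at intermediate activity with 0.1 mM ADP and 0.5 mM PEP in 50 mM imidazole pH 7.2, KCl, MgCl2; 1 h room temperature. ATP formed read by Kinase-Glo luminescence; normalized to uninhibited and no-enzyme controls.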
S-ASM inh = Inhibitors of Secretory Acid Sphingomyelinase (S-ASM): qHTS; placental ASM, HMU-PC fluorogenic substrate, 60 min; 340,000 compounds, 0.006% hits; Sphingomyelin phosphodiesterase (Homo sapiens), P17405; Potency, µM (titrated, usually from 57.5 µM), for the others: top-dose activity change, negative = inhibition, actives largely listed as inhibitors; also: potency is read from the fitted curve at half-maximal effect
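HMU-PC0 cleavage (9 uM final) by human placental ASM, 60 min at 37 °C following 10 min compound exposure at RT; stopped at pH 10, fluorescence Ex 386/Em 447 nm.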
Starred values were filed as active, the others as inactive; ? = inconclusive; / = not tested or not shown; [ ] = remark or other dose. Unless noted, calls follow the shape of the dose curve; as a rule, active = well fitted curve in the direction sought with a large enough effect; inconclusive = small, poorly fitted or top-dose-only effect, or another doubt; inactive = no such curve, though single readings can be large; an effect the other way counts as inactive or inconclusive.

SMILES	USP2a block	MBNL1-CUG inh	KCNH2 WT inh	Menin MLL FP TR	Mito fusion yeast	TSHR antagonist	Eya2 inh	GALK inh	Chronic BCR inh	PKM2 activator	S-ASM inh
Cc1nc2cc(C(=O)N3CCC4(CC3)OCCO4)ccc2n1-c1ccc(Br)cc1	-1%	1%	-2	?	-8%	13	2%	-2%	1%	5%	0%
S=c1[nH]nc(-c2cc(-c3ccccc3)n[nH]2)n1/N=C/C(Br)=C/c1ccccc1	2%	/	-3	/	-1%	-13	19%	-15%	?	-1%	-13%
CCN(CC)c1ccc(/C=C2\C(=O)NC(=O)N(CC3CCCO3)C2=O)cc1 (centres undefined)	2%	17%	22	12%	-1%	8	12%	0%	0%	3%	4%
CN(C)C1(CNC(=O)c2ccc(Cl)c(S(=O)(=O)NCc3ccco3)c2)CCCCC1	10%	-4%	19	-11%	2%	21	7%	-1%	0%	6%	-1%
O=C(C1CC(c2ccc(F)cc2)=NO1)N1CCC2(CC1)OCCO2 (centres undefined)	5%	-1%	7	21%	-1%	-1	4%	-2%	9%	-1%	3%
Cc1ccc(Cn2ccccc2=N)cc1	9%	-6%	-14	-1%	-1%	-9	-11%	5%	2%	/	-4%
Fc1cccc(F)c1CN1CCN(Cc2c(F)cccc2F)CC1	0%	8%	15	-10%	2%	12	6%	-1%	-1%	1%	3%
COc1ccccc1N1CCN(Cc2c(F)cccc2Cl)CC1	1%	-21%	4	-8%	1%	10	0%	4%	-2%	-7%	2%
O=C(Nc1ccccc1OC(=O)N1CCCCC1)N1CCCCC1	0%	-4%	7	-9%	-2%	10	3%	-3%	0%	-9%	1%
O=C(CN1C(=O)CCSc2ccccc21)N1CCC2(CC1)OCCO2	-1%	?	-10	2%	-6%	0	12%	0%	-4%	1%	-1%
Cc1ccc(N2C(=O)NC(=O)C(CCc3ccccn3)(Cc3ccc(F)cc3)C2=O)cc1 (centres undefined)	1%	-13%	12	-8%	-1%	-10	-3%	-3%	12%	-2%	-3%
O=C1NC(=O)N(Cc2ccc(F)cc2)C(=O)/C1=C\c1ccc([N+](=O)[O-])s1	0%	?	1	/	3%	-9	-4%	/	?	-2%	-9%
CC1CCCN(CC(=O)N2CCCc3ccccc32)C1 (centres undefined)	1%	-8%	1	-20%	-1%	2	-25%	0%	1%	8%	3%
Cc1ccc(CN2C3CCCC2CC(NC(=S)NCc2ccccc2)C3)cc1 (centres undefined)	-2%	0%	3	-18%	-3%	7	?	2%	-5%	-17%	-1%
C=CCN1CC[C@@]2(C)c3cc(O)ccc3CC1[C@@H]2C	-1%	-1%	9	1%	-5%	4	3%	3%	-3%	-3%	8%
CCC(=O)N1N=C2C3CCN(CC3)C2C1c1ccccc1 (centres undefined)	0%	0%	-26	4%	-1%	9	0%	1%	-2%	-5%	7%
COC(=O)C1=C(c2cccc3c2S(=O)(=O)c2ccccc2-3)C[C@@H]2CC[C@H]1N2C(=O)N1CCOCC1	0%	/	/	/	-2%	3	6%	/	1%	/	-3%
C=CCn1c(O)c(C=NCCCOc2ccc(CC)cc2)c(=O)[nH]c1=S	1%	54%[activator]	26	?	1%	-7	-1%	4%	8%	11%	-4%
Cc1ccc(C2CN(C)CC2C(=O)c2ccc(F)cc2)cc1 (centres undefined)	1%	0%	/	-28%	-15%	9	-4%	-1%	6%	/	2%
Cc1c(C(=O)N2CCC(Cc3ccccc3)CC2)sc2ncnc(N3CCC(C)CC3)c12	4%	1%	-1	?	20%	99	2%	0%	3%	13%	-6%
CN1C(=O)/C(=C\c2ccc(N3CCCCCC3)cc2)C(=O)NC1=S	4%	/	3	/	5%	-9	?	7%	7%	0%	0%
COc1ccccc1N=Nc1c(O)[nH]c(=S)[nH]c1=O	2%	?	-2	?	-4%	-23	-10%	-3%	?	-1%	-6%
C[C@]12C=CC(=O)C=C1C=C[C@@H]1C2CC[C@]2(C)C(=O)CCC12 (some centres undefined)	7%	?	11	-1%	7%	-3	?	-4%	-19%	/	-3%
C[C@]12CCC3C(CC[C@H]4C[C@H](O)CC[C@]34C)C1[C@@H](O)[C@@H](O)[C@@H]2O (some centres undefined)	3%	/	0	/	/	-2	-23%	/	0%	/	0%
C=CCn1c(O)c(/C(C)=N/NC(=S)Nc2ccccc2)c(=O)[nH]c1=O	8%	-9%	-8	/	-18%	9	-3%	4%	?	0%	-25%
Cc1ccc2c(c1)C1CN(C)CCC1N2C(=O)c1cccs1 (centres undefined)	0%	-7%	-9	/	-1%	3	16%	-2%	?	5%	-2%
CCOP(=O)(/C=C(\Cl)c1ccccc1)C(O)c1ccc(F)cc1 (centres undefined)	3%	-8%	5	-2%	11%	-1	11%	-2%	0%	/	3%
CCN(CC)c1ccc(CN(C)CCc2ccc(OC)c(OC)c2)cc1	5%	-1%	65	?	-3%	-8	19%	0%	-2%	1%	-1%
O=C1CCN(C(=O)CNC(=O)Cc2ccccc2)CC1	2%	-4%	5	7%	-1%	3	3%	16%	1%	?	4%
Cc1ccc(N2C(=O)NC(=O)/C(=C\c3cc(C)n(-c4ccc(C(=O)O)cc4)c3C)C2=O)cc1	-1%	12%	-4	19%	-4%	2	10%	3%	1%	/	-2%
Oc1ccc(/C=N/NP(=S)(c2ccccc2)c2ccccc2)c(O)c1O	3%	2%	-1	?	2%	11	-2%	-4%	20%	22%	-9%
CCCCCn1c(=O)c(C(=O)NCc2ccccc2)c(O)c2ccccc21	0%	8%	17	14%	2%	-4	1%	-2%	4%	-6%[11.5 µM]	-2%
O=C(Cn1cnc2sc3c(c2c1=O)CCCC3)NCCC(=O)N1CCC2(CC1)OCCO2	0%	-2%	14	13%	-4%	-21	2%	-2%	0%	1%	1%
O=C1CCCC2=C1C(c1ccccc1)C1=C(CCCC1=O)O2	1%	53%[activator]	/	0%	0%	-8	-2%	-2%	5%	-2%	/
COC(=O)C(O)(c1ccc(NC(=O)c2ccccc2)cc1)C(F)(F)F (centres undefined)	2%	-1%	-1	/	1%	12	1%	-5%	1%	23%	4%
CNC(=O)Nc1ccc(C(=O)N/N=C\C23CC[C@@H](O)CC2(O)CC[C@@H]2[C@@H]3CCC3(C)C(C4=CC(=O)OC4)CCC23O)cc1 (some centres undefined)	0%	/	3	/	8%	-15	-5%	5%	-11%	2%	-2%
NC1=Nc2ccccc2Oc2ccccc21	1%	-4%	3	/	5%	25	-1%	-7%	-10%	3%	0%
COc1ccc(-c2cc(=NCC(=O)O)c3ccccc3o2)cc1	2%	?	5	-1%	1%	-11	3%	0%	6%	/	/
CCOC(=O)c1sc(NC(=O)c2cccc(S(=O)(=O)N3CCN(C)CC3)c2)cc1C	-9%	4%	-1	?	6%	11	-5%	4%	?	-1%	-1%
CCCCC(=O)N/N=C/c1c(O)n(C2CC2)c(=S)[nH]c1=O	0%	12%	23	12%	-3%	-7	1%	4%	-1%	2%	0%
CN1C2CCC1CC(=NO)C2	1%	7%	0	10%	-6%	-12	-4%	-1%	0%	1%	5%
CCOP(=O)(C#CC(C)(C)C)C1(O)CCCCC1 (centres undefined)	0%	-5%	-8	-2%	-2%	17	-6%	1%	-1%	-4%	3%

Not all compounds are listed; the hit share may differ from the screen's.
